Cycloheximide cs: Cycloheximide Counterscreen for Small Molecule Inhibitors of Shiga Toxin | cell reporter, cycloheximide protein synthesis inhibition counterscreen | max response, % | 300,000 compounds, 12% hits | AID 2314, 2010; in the data active = max response mostly above about 13%, no sharp cut-off; inactive = mostly below about 14%; also: read at 38.3 µM for the half of the compounds with a filed dose; 0% is about no effect
Pf growth 96h: Primary qHTS for delayed death inhibitors of the malarial parasite plastid, 96 hour incubation | Potency, µM (highest dose often 28.7 µM), for the others: top-dose activity change, negative = inhibition, most hits filed as inhibitors | P. falciparum luciferase reporter growth, 96 h | 320,000 compounds, 6.9% hits | AID 504834, 2011; also: potency is read from the fitted curve at half-maximal effect; % is scaled to controls: 0 for no effect and ±100 for the full control effect
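Readout is luminescence from an integrated firefly luciferase in P. falciparum. Red cells, 2% hematocrit and 0.05% parasitemia final, were cultured with compound through two parasite generations (96 hours) at 37 C, 5% CO2.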
FBPA Giardia inh: qHTS Assay for Inhibitors of Fructose-1,6-bisphosphate Aldolase from Giardia Lamblia; purified Giardia FBPA; AID 2451, 2010; 290,000 compounds, 0.71% hits; Potency, µM (titrated, usually from 59.6 µM), inactives show at the highest dose activity, negative = inhibition, hits mostly inhibitors; also: potency is read from the fitted curve at half-maximal effect; % is scaled to controls: 0 for no effect and ±100 for the full control effect; nearly all actives have a fitted effect of over 55% in size
Target sequence (A8B2U2 whole entry, looked up): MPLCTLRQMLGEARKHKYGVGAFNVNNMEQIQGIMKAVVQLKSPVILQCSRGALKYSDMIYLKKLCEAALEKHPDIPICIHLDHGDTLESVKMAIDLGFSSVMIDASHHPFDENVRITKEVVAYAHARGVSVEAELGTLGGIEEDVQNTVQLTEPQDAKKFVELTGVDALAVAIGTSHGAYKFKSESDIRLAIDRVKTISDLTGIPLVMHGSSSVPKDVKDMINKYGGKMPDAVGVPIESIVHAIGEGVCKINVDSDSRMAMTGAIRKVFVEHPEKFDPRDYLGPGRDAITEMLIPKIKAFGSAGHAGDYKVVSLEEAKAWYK
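Giardia FBPA (40 nM reagent) was preincubated 10 min at RT with compound (up to 57.5 uM final), then substrate plus GAPDH/TPI/NAD/arsenate coupling system with diaphorase/resazurin was added; resorufin fluorescence (525/598 nm) was read after 20 min.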
Sm TGR inh: qHTS Assay for the Inhibitors of Schistosoma Mansoni Peroxiredoxins; Schistosoma mansoni thioredoxin glutathione reductase (TGR), Q962Y6; purified TGR, DTNB reduction, TNB absorbance 405 nm; Potency, µM (doses to about 114 µM), inactives show top-dose activity change, negative = inhibition, actives largely listed as inhibitors; 360,000 compounds, 3% hits; AID 485364, 2010; also: potency is read from the fitted curve at half-maximal effect; % is scaled to controls: 0 for no effect and ±100 for the full control effect; nearly all actives have a fitted effect of over 60% in size
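TGR 20 nM + NADPH 100 uM (dispensed conc.), cpd preinc 15 min RT; start with NADPH (500 uM addition) then DTNB (15 mM addition). Kinetic TNB absorbance, 405 nm filter. Four-parameter Hill fit across titration.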
Pf growth 48h: Primary qHTS for delayed death inhibitors of the malarial parasite plastid, 48 hour incubation; P. falciparum luciferase growth in erythrocytes, 48 h; Potency, µM (top dose mostly 28.7 µM), inactives show at the top dose activity change, negative = inhibition, most hits filed as inhibitors; 310,000 compounds, 5.9% hits; AID 504832, 2011; also: potency is read from the fitted curve at half-maximal effect; % is scaled to controls: 0 for no effect and ±100 for the full control effect
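Read-out is firefly luciferase luminescence from an integrated reporter in P. falciparum, so falling signal marks reduced parasite growth. Infected erythrocytes were at 2% hematocrit and 0.1% parasitemia (final) in Albumax-supplemented RPMI 1640.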
Shiga toxin inh: A qHTS for Small Molecule Inhibitors of Shiga Toxin. Vero cells, Shiga toxin protein synthesis inhibition reporter. inhibition, % at 38.7 µM. 290,000 compounds, 9.2% hits; in the data active = inhibition mostly above about 28%, no sharp cut-off; inactive = mostly below about 43%; also: 0% is about no effect
The depositor's hits bear a star; i = inactive; u = inconclusive; x = not tested or not shown; & = joins results of further samples; [ ] = dose if it differs, or a comment. Unless noted, calls follow the shape of the dose curve; as a rule, active = well fitted curve in the direction sought with a large enough effect; inconclusive = small, poorly fitted or top-dose-only effect, or another doubt; inactive = no such curve, though single readings can be large; an effect the other way counts as inactive or inconclusive. Outcome played no part in choosing rows, and some 24% of all compounds hit somewhere here.

Values in the order – Cycloheximide cs, Pf growth 96h, FBPA Giardia inh, Sm TGR inh, Pf growth 48h, Shiga toxin inh
- CCOc1ccc(CSC2=NCCN2)cc1Cl
  -3, 15%, -3%, 1%, u, -5
- CCNC(=O)C(C)Oc1ccc(Cl)cc1Cl (stereo unspecified)
  -2, 51%[activator], 4%, -27%, 1%, 21
- COc1ccc(OC)c(Nc2cc(C)nc3nc(C)nn23)c1
  -4, -12%, -5%, 4%, u, -2
- COc1ccc(S(=O)(=O)N2CCOC2CNC(=O)C(=O)NCc2ccco2)cc1 (stereo unspecified)
  -3, 0%, 0%, u, u, -4
- COc1ccc(CN2C(=O)c3cccnc3C2=O)cc1S(=O)(=O)N1CCOc2ccc(Cl)cc21
  -3, u, x, -11%, 6%, -5
- Cc1cc(C)cc(NC(=O)CSCc2cc(=O)n3ccsc3n2)c1
  -3, -28%, x, -6%, -3%, -11
- O=C(NCc1cccc(Cl)c1)C1CCCN(c2ncnc3c2nc2n3CCCCC2)C1 (stereo unspecified)
  -2, u, -1%, -15%, u, -4
- CCCCn1c(N)c(N(CCOC)C(=O)c2c(CC)noc2C)c(=O)[nH]c1=O
  x, u, x, -11%, u, x
- COc1ccc(S(=O)(=O)N2CCCC2CNC(=O)C(=O)NCc2ccccc2Cl)cc1 (stereo unspecified)
  x, 9.3µM*, x, -4%, u, x
- CCCCCCCn1c2c(c(=N)c3ccccc31)CCC2
  -1, 21%, -4%, 8%, 0.93µM*, 1
- CCCNc1nc(=S)n(-c2ccccc2)c(C)c1C(C)=O
  3, 0%, -14%, 11%, 3%, -21
- CC(Sc1nc(NCc2ccccc2)nc(N(C)C)n1)C(=O)Nc1ccccc1 (stereo unspecified)
  -1, 5.2µM*, 3%, 16%, u, -9
- CCCCN(C1CCS(=O)(=O)C1)S(=O)(=O)c1ccc(OC)cc1 (stereo unspecified)
  x, u, x, -2%, 22%, x
- C=CCSc1nc(C)c(CCCC)c(=O)[nH]1
  -4, 26%, -8%, 0%, -4%, 32
- COc1ccccc1C(=O)COC(=O)C(CCSC)NC(=O)COc1ccccc1 (stereo unspecified)
  x, -2%, x, -3%, u, x
- Cc1nc(COC(=O)c2ccc(CO)cc2)cs1
  4, 62%[activator], 8%, 4%, 2%, 21
- COc1cc(OC)cc(C(=O)N2CCN(S(C)(=O)=O)CC2)c1
  -2, x, -1%, 4%, 2%, 26
- Cc1nn(Cc2ccc(Cl)cc2)c(C)c1NC(=O)CSc1nc2c(c(C(F)(F)F)n1)CCc1ccccc1-2
  -2, 4.7µM*, 1%, -5%, u, -10
- O=C(CCCCCNC(=O)N1CCn2c1nc1ccccc12)NCc1ccc(F)cc1
  8, u, x, 1%, u, 9
- CCCCP(=O)(CCCC)Cc1ccccc1
  5, 26%, 5%, 2%, x, -7
- c1ccc(-n2nnc3ccccc32)cc1
  1, 42%[activator], 27%, 3%, 34%[activator], 15
- NS(=O)(=O)c1ccc(O)c(NC(=O)c2ccc([N+](=O)[O-])o2)c1
  2, 10µM*, -19%, u, 7.4µM*, -6
- COc1ccc(OC)c(NS(=O)(=O)c2ccc(-c3coc(C)n3)cc2)c1
  -3, -14%, -1%, 1%, 11%, -9
- CC(/C=C/c1ccc2c(c1)OCO2)=N/NC(=O)c1ccncc1
  0, 0%, u, -4%, -11%, 12
- Cc1ccnc2nc(C(=O)OCC(=O)NC3CCCC(C)C3C)nn12 (stereo unspecified)
  x, -27%, x, -10%, 6%, x
- Cc1ccc(-c2nnn(CC(=O)N(CC(=O)NC3CCCCC3)c3ccccc3F)n2)o1
  -2, 59%[activator], 4%, -29%, u, -4
- CCOc1ccccc1CN1CCN(Cc2[nH]c3ccccc3c2C)CC1CCO (stereo unspecified)
  -3, -3%, -6%, x, u, -7
- CN(C)S(=O)(=O)Nc1cc(F)cc(F)c1
  2, 34%[activator], 0%, 8%, 34%[activator], 2
- CCn1c(=O)c2sccc2n(CC(=O)NCCC2=CCCCC2)c1=O
  -7, 0%, 4%, 4%, -8%, 2
- Cc1cc(C)n(CCC(=O)N2CCN(S(=O)(=O)c3ccccc3)CC2)n1
  -4, 2%, 2%, 3%, 9%, -12
- O=C(O)CC1(CC(=O)NCc2cccc(Cl)c2)CCCCC1
  -3, 15%, 8%, -15%, 14%[0.00184 µM], -7
- COc1ccc([C@]23Cc4cc(C#N)ccc4[C@H](O2)c2c(cc(C)n(Cc4ccccc4)c2=O)O3)cc1
  8, -4%[5.75 µM], -16%[12.9 µM], -33%[22.9 µM], 1.9µM*, i
- CCCCN(C(=O)Nc1ccccc1)C1CCS(=O)(=O)C1 (stereo unspecified)
  x, 27%, x, 4%, 44%[activator], x
- CCn1cc(C(=O)O)c(=O)c2cc(F)c(N3CCN(S(=O)(=O)c4ccc(NC(=O)OC)cc4)CC3)cc21
  -4, u, -19%, 1%, 4.7µM*, -5
- O=C(Cc1cccc2ccccc12)Nc1nc(-c2cccc([N+](=O)[O-])c2)cs1
  -4, u, 1%, -12%, 4%, -5
- CNC(=O)c1[nH]cnc1C(=O)Nc1ccccc1
  x, 41%[activator], x, -6%, 33%[activator], x
- COc1ccc(/C(O)=C2\C(=O)C(=O)N(CCN(C)C)C2c2cccc(OC)c2OC)cc1 (stereo unspecified)
  -3, 23%, 4%, -14%, 2%, -6
- Cn1c(=O)cc(SCC(=O)N2CCN(Cc3ccc4c(c3)OCO4)CC2)c2ccccc21
  -2, u, -3%, 2%, 2%, 25
- COc1ccccc1C(=O)n1nc(-c2cccnc2)nc1NCc1ccccc1
  6, -37%[1.15 µM], -8%, 27%&0%, u, 16
- CCOc1ccc(NC(=O)CSc2nc3ccccc3c(=O)n2CCCC(=O)NCCCN2CCCC2=O)cc1
  -1, 1%, 11%, -28%, u, -7
- CCC(C)(C)NC(=O)CN(Cc1cccs1)C(=O)CNS(=O)(=O)c1ccc(C)cc1
  -6, x, 6%, -5%, -11%, -5
- O=C(NNS(=O)(=O)c1ccc(F)cc1)c1ccccc1O
  1, 8%, -22%, 0%, -17%, 3
- COc1cccc(CN2CCN(CCCc3ccccc3)C(CCO)C2)c1OC (stereo unspecified)
  -1, u, 2%, 0%, -29%, 3
- Cc1ccc(N(C(C)C(=O)Nc2cc(Cl)ccc2Oc2ccccc2)S(C)(=O)=O)cc1 (stereo unspecified)
  1, 7.4µM*, -8%, 11%, 4.7µM*, 7
- O=c1[nH]c(=S)[nH]c(O)c1N=Nc1ccc(OC(F)F)cc1
  19, 11%, 1%, u, 6%, 37
- CC(C)C(=O)Nc1cccc(C(=O)NCCc2ccc(S(N)(=O)=O)cc2)c1
  -3, 28%, 4%, -19%, -10%, -2
- O=C(N/N=C/c1cc2ccccc2[nH]1)c1ccccc1Cl
  16*, 45%[activator], -15%, -4%, 3%, 39
- O=C(O)c1ccc(F)c(S(=O)(=O)Nc2ccccc2Cl)c1
  -3, 16%, 11%, 2%, 6%, -2
- O=C(CN1CCN(C(=O)c2ccco2)CC1)Nc1ccc(Br)cc1
  5, 33%[activator], -12%, -2%, u, -12
- CC(C)(C)OC(=O)CNC(=O)c1nc[nH]c1C(=O)N1CCNCC1
  x, 58%[activator], x, -5%, 11%, x
- O=C(NCCCN1CCOCC1)c1ccc(S(=O)(=O)N2CCOCC2)cc1
  26*, 22%[5.75 µM], 12%, 1%, 4%, -9
- COc1ccc(/C=C(/NC(=O)c2cccs2)C(=O)NC(C)(C)C)cc1OC
  -3, 9.3µM*, 6%, 1%, 11%, x
- CN(C)c1nc2c(c(=O)[nH]c(=O)n2C)n1CCCc1ccccc1
  -10, 37%[activator], -2%, 4%, -16%, 18
- CCC1=NC(c2ccccc2Cl)N(O)C1(C)C (stereo unspecified)
  -2, -60%, 2%, -26%[11.4 µM], x, -4
- O=C(COC(=O)Cc1n[nH]c(=O)c2ccccc12)Nc1ccc(Cl)cc1F
  7, 16%, 0%, 0%, -2%, -3
- O=C(NC1CCCC1)C(c1ccc(F)cc1)N(Cc1ccc(F)cc1)C(=O)c1ccn[nH]1 (stereo unspecified)
  2, 92%[activator], 2%, -15%, -5%, -10
- O=C1CC(/C=C/c2ccc(Cl)cc2)=Nc2ccccc2N1
  39*, u, -5%, 7%, u, 97*
- O=C(N/N=C1\C2CN3CCN(C2)CC1(c1ccccc1)C3)Nc1ccccc1
  1, 25%, -1%, 8%, -24%, -4
- COc1ccc(-c2ccc(SCC(=O)NC3CCCC3)nn2)cc1OC
  27*, u, x, 6%, 15%, 52*
- CC(=O)Nc1cc(NC(C)=O)cc(-c2nc3ccccc3[nH]2)c1
  2, 10µM*, -4%, 4%&-1%, -19%, -2

(list continues)
Values in the order – Cycloheximide cs, Pf growth 96h, FBPA Giardia inh, Sm TGR inh, Pf growth 48h, Shiga toxin inh
- C/C(O)=C/c1nc2ccccc2[nH]c1=O
  6, u, -4%, -3%, -6%, -2
- COCCn1c(SCC#N)nnc1-c1ccc([N+](=O)[O-])cc1
  11, u, 9%, 6%, -7%, -2
- CCOC(=O)CC1ON(C)C(=O)N1c1ccc(Cl)cc1Cl (stereo unspecified)
  2, -22%, 6%, 0%, -25%, 25
- O=C(NNC(=O)C1CCN(S(=O)(=O)c2ccccc2C(F)(F)F)CC1)c1ccccc1O
  x, -1%, x, -2%, -2%, x
- O=C1/C(=C\c2cccc(O)c2)SC(=S)N1Cc1ccccc1
  0, -68%, 2%, 0%, u, x
- OC(CNc1ncnc2sccc12)c1ccccc1 (stereo unspecified)
  25*, 210%[activator], 9%, 4%, 146%[activator], 84*
- Cc1ccc(-c2nnc(-c3ccc(Br)cc3)o2)o1
  18*, 2.6µM*, 5%, -8%, 87%[activator], 27*
- CCCCOn1c(C)c(C(C)=O)c2c3no[n+]([O-])c3ccc21
  -1, 91%[activator], -2%, 7%, u, -6
- CC(=O)Nc1cc(S(=O)(=O)Nc2ccccc2)c(C)cc1C
  -1, u, 2%, 11%, 7%, -10
- O=C(NCCCN1CCOCC1)c1cc(-c2ccc(Cl)cc2)on1
  -2, 0%, 10%, 2%, u, 23
- COc1ccc(NC(C)=O)cc1NC(C)C(=O)Nc1ccc(F)cc1 (stereo unspecified)
  -3, u, 0%, 0%, x, -13
- COc1cc2ccc(=O)oc2cc1O
  x, 4%, 2%, -4%, 15%, x
- COc1cccc(CCNc2ccc(N3C(=O)CC(C)C3=O)cc2[N+](=O)[O-])c1 (stereo unspecified)
  4, 25%, -14%, 4%, u, 42
- CC(C)CC1C(C#N)=C(N)Oc2c1c(=O)oc1ccccc21 (stereo unspecified)
  -5, -33%, 0%, 0%, x, -6
- Cc1csc2nc(CNC(=O)c3cccc(C(F)(F)F)c3)cn12
  -3, 41%[activator], 0%, -25%, 9%, -9
- Cc1cccc(C)c1OCc1cc(C(=O)NCc2cn(C)nc2C)no1
  13*, u, 11%, -27%, -7%, 8
- O=C(Cn1cc(C(=O)c2ccco2)c2ccccc21)NCc1ccco1
  18, 3%, 6%, -40%, -10%, 20
- O=C(COC(=O)c1ccc(Cl)c(S(=O)(=O)N2CCCCC2)c1)NCC1CCCCC1
  x, u, x, -1%, -18%, x
- O=C(NCc1ccco1)C1CCCN(c2nnc(-n3cccc3)s2)C1 (stereo unspecified)
  11, 45%[activator], x, -21%, -2%, 16

Copied from the list:
Under FBPA Giardia inh, CC(=O)Nc1cc(S(=O)(=O)Nc2ccccc2)c(C)cc1C shows 2%
Under Cycloheximide cs, O=C(NCCCN1CCOCC1)c1cc(-c2ccc(Cl)cc2)on1 shows -2

Compound activity from PubChem.
